Screening results: PubChem, National Center for Advancing Translational Sciences (NCATS)
GLP1R cytotox – cytotoxic in the GLP-1 receptor inverse agonist counter-screen; HEK293 cAMP-luciferase reporter cells, luminescence, 24 h; Potency, µM (top dose mostly 38.3 µM), for the others: at the highest dose activity change, negative = inhibition, usual class: inhibitors; hit rate 0.13% among 410,000; AID 624418;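 also: loss of luciferase light is scored as toxicity; potency is read from the fitted curve at half-maximal effect; % is scaled to controls: 0 for no effect and ±100 for the full control effect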
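Quantitative HTS format, 1536 wells, 200 cells/uL seeded. Compounds: 23 nL, 24 h, 37 °C. Detection: luciferase reagent, luminescence at 12 min RT; decreased signal taken as cytotoxic.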
FUS yeast rescue – suppressors of FUS proteinopathy in yeast; Potency, µM (titrated, usually from 76.6 µM), inactives show top-dose growth rescue (activation), most hits filed as activators; hit rate 0.24% among 390,000; S. cerevisiae FUS-expressing, growth rescue, OD600, 24 h;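 also: potency is read from the fitted curve at half-maximal effect; plate controls were DMSO vehicle for no effect and reference control for full effect; nearly all actives have a fitted effect of over 55% in size; some results filed as inactive show a strong effect at the top dose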
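Toxicity suppression screen in FUS-yeast. Cells induced with 2% galactose, starting OD 0.005, treated 24hr at 30C with compounds at multiple final concentrations; growth by OD600.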
aSyn rescue – inhibitors of alpha-synuclein toxicity in yeast; Yeast expressing alpha-synuclein, growth rescue, BacTiter-Glo, 24 h; Potency, µM (titrated, usually from 46.1 µM), inactives show top-dose growth rescue (activation), usual class: activators; hit rate 0.14% among 370,000; AID 652106; also: potency is read from the fitted curve at half-maximal effect; % of control where 0% means no effect; nearly all actives have a fitted effect of over 65% in size
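Galactose-induced alpha-syn yeast (OD600=0.02, raffinose-pregrown) + pinned cpd, 24 hr, 30 deg C; growth by BacTiter-Glo luminescence. Growth restoration scores as activation.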
PTHR1 ag – agonists of human PTHR1 parathyroid hormone receptor; HEK293 GP2 PTHR1 cells, GloSensor cAMP luminescence, 1 h; AID 743266; Potency, µM (highest dose often 115 µM), for inactives: top-dose activation, hits mostly activators; Q03431; hit rate 0.075% among 410,000; also: potency is read from the fitted curve at half-maximal effect; nearly all actives have a fitted effect of over 55% in size; some results filed as inactive show a strong effect at the top dose; inactives centre near -15; many of its hits are not listed in these tables
Target sequence (Q03431 whole entry, looked up): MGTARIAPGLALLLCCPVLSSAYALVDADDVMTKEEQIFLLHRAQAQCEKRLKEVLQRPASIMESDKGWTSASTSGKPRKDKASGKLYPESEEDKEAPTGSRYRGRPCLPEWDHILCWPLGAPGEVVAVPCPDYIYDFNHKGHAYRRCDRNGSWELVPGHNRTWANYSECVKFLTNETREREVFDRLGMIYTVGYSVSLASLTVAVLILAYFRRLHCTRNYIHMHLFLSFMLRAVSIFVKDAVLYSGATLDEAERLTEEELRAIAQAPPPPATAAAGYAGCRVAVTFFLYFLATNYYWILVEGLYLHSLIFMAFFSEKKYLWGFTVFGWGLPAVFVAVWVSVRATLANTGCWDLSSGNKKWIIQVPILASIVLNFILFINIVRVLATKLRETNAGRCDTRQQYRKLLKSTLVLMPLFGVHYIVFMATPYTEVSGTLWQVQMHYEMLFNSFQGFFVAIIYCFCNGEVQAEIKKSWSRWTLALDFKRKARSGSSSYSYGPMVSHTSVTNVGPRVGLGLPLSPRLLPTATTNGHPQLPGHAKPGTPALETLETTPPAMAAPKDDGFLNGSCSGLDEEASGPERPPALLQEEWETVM
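HEK-293-derived GP2 cells expressing PTHR1 and a GloSensor cAMP reporter, 3,000/well, plated overnight, given luciferin plus IBMX (each 0.5 mM as added) for 1 h at 37 °C, then compound for 1 h at 37 °C. Luminescence was read after 15 min at room temperature.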
Akt phos inh – blocks phosphorylation of Akt; Neuro2A IGF-stimulated pAkt S473 HTRF, 20 min; hits give low values; activity change, % for hits at 50 µM; hit rate 0.32% among 360,000; in the data active = activity change below about -80%; inconclusive = mostly about -51% to -80%; also: % is scaled to controls: 0 for no effect and ±100 for the full control effect
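Neuro2A cells in DMEM with 0.5% FBS, overnight at 37 deg C, given compound at single 50 µM final, then IGF (6 nM final) for 20 min at 37 deg C. Lysed; phospho-Akt Ser473 by HTRF after 24 h, 665/615 ratio.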
GLP1R inv ag – GLP-1 receptor (human) inverse agonism. AID 624417. HEK293 GLP-1R CRE-luciferase, luminescence, 24 h; GLP-1R form is constitutively active. Potency, µM (top dose mostly 38.3 µM), without a hit: at the highest dose activity change, negative = inhibition, actives largely listed as inhibitors. hit rate 1.6% among 410,000; also: potency is read from the fitted curve at half-maximal effect; % is scaled to controls: 0 for no effect and ±100 for the full control effect; nearly all actives have a fitted effect of over 55% in size
Target sequence (P43220 whole entry, looked up): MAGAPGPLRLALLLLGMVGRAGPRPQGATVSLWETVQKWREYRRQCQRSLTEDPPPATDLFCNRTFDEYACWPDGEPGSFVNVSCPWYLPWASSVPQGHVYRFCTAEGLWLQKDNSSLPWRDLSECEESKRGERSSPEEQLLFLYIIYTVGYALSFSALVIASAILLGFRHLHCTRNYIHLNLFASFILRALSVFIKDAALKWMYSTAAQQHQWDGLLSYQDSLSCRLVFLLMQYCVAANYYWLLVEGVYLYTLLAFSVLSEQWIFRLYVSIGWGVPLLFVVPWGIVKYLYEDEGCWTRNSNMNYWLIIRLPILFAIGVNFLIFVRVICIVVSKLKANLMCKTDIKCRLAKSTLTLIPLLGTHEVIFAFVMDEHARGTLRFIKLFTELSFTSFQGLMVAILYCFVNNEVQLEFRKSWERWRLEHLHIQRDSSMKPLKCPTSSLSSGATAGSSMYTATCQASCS
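GLP-1R inverse agonism mode: basal reporter luminescence in engineered HEK293 cells measured after one day of compound exposure at 37 deg C, with a 12 min room-temperature detection step.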
MmCpn inh – blocks the Methanococcus maripaludis chaperonin Mm-Cpn. AID 504842. purified Mm-Cpn ATPase, ADP Transcreener TR-FRET. Potency, µM (series often up to 76.9 µM), inactives show top-dose activity, negative = inhibition, most hits filed as inhibitors. hit rate 0.031% among 330,000; also: potency is read from the fitted curve at half-maximal effect; % is scaled to controls: 0 for no effect and ±100 for the full control effect; nearly all actives have a fitted effect of over 80% in size
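Purified archaeal Mm-CPN (25nM final) preincubated 10 min at 37degC with compound, then 10uM ATP for 30 min at 37degC; ADP measured by HTRF Transcreener TR-FRET; buffer 30 mM TRIS pH 7.4, 100mM KCl, 5mM MgCl2, 1mM DTT.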
TDP43 rescue – rescues yeast growth from TDP-43 toxicity; TDP-43 expressing yeast growth rescue, BacTiter-Glo, 24 h; Potency, µM (highest dose often 46.1 µM), inactives show at the top dose growth rescue (activation), usual class: activators; hit rate 1.8% among 410,000; AID 652104; also: potency is read from the fitted curve at half-maximal effect; % of control where 0% means no effect; nearly all actives have a fitted effect of over 50% in size
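Yeast cells expressing TDP-43 under galactose induction are exposed to compounds for 24 hr at 30 deg C. BacTiter-Glo luminescence measures growth, so protective compounds score as activators.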
Abeta yeast res – A-beta toxicity reversal in yeast; yeast expressing A-beta42, growth rescue, OD600, 48 h; response scale: 0% DMSO, 100% iron-clioquinol control; Potency, µM (doses to about 46.1 µM), without a hit: at the highest dose growth rescue, most hits filed as activators; hit rate 0.063% among 410,000; AID 1347071; also: potency is read from the fitted curve at half-maximal effect; nearly all actives have a fitted effect of over 55% in size
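Yeast A-beta toxicity model in growth medium with pinned compounds, 48 h at 30 C; growth read as absorbance at 600 nm. Normalized to FeCl3/clioquinol equimolar mix (positive) and DMSO (negative).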
The depositor's hits bear a star; i = inactive; ? = inconclusive; . = no result given; & = joins results of further samples; [ ] = remark or other dose. Unless noted, calls follow the shape of the dose curve; as a rule, active = well fitted curve in the direction sought with a large enough effect; inconclusive = small, poorly fitted or top-dose-only effect, or another doubt; inactive = no such curve, though single readings can be large; an effect the other way counts as inactive or inconclusive.

SMILES	GLP1R cytotox	FUS yeast rescue	aSyn rescue	PTHR1 ag	Akt phos inh	GLP1R inv ag	MmCpn inh	TDP43 rescue	Abeta yeast res
CCOc1ccc(C(=O)NCC(=O)OCCCOC(=O)CNC(=O)c2ccc(OCC)cc2)cc1	-4%	16%	-1%	i	i	13%	1%	6%	6%
O=C(NCc1ccco1)c1csc2c1CCCCC2	4%	-11%	0%	i	i	-34%	1%	2%	5%
O=C(Cc1ccc(Cl)c(Cl)c1)Nc1ccccc1N1CCCC1	1%	5%	14%	-21%	i	10µM*	1%	23%	7%
CCOC1=NC(C(=O)O)c2ccccc2/C(=C(/C)Cl)N1 (configuration not stated)	-11%	11%	3%	i	i	-2%	-1%	-3%	-9%
C/C(=N\NC(=O)Cn1cc([N+](=O)[O-])cn1)c1ccc(O)cc1	7%	-25%	1%	-1%	i	46%[activator]	?	17%	2%
C=CCn1c(=O)c(C(=O)OCC)c(O)c2ccccc21	8%	-28%	-3%	-34%[inhibitor]	i	4%	-7%	?	-16%
CCOC(=O)C1(C)NC(c2cccs2)C2C(=O)N(c3ccccc3)C(=O)C21 (configuration not stated)	7%	-2%	1%	i	i	27%	0%	12%	18%
O=C(COC(=O)c1ccc(OC(F)F)cc1)NC(=O)NC1CCCC1	-4%	-4%	7%	-1%	i	13%	-7%	19%	?
CC(C)C[C@H](NC(=O)c1[nH]cnc1C(=O)N[C@@H](Cc1ccccc1)C(=O)OCc1ccccc1)C(=O)OCc1ccccc1	?	?	-1%	-2%	i	-18%	4%	12%	-15%
O=C(NCCc1ccccc1)c1nccc2ccccc12	-6%	-20%	-8%	-2%	i	-5%	0%	22%	-8%
O=C(/C=C/c1ccc(O)c(O)c1)OCCc1ccccc1	-5%	-4%	5.2µM*	-73%	i	?	.	16µM*	0%
CC(=O)NC(C)(c1ccccc1)c1nc(-c2ccc(N(C)C)cc2)cs1 (configuration not stated)	0%	?	-25%	-80%[inhibitor]	i	?	.	10%	1%
CC1CCCCN1C(=O)c1ccc(OC2CCN(S(=O)(=O)N(C)C)CC2)cc1 (configuration not stated)	-19%	13%	3%	-9%	i	-12%	4%	-6%[1.82 µM]	9%
Cc1ccc2cc(CN(C(=O)c3ccco3)c3cccc(C)c3C)c(=O)[nH]c2c1	-6%	6%	?	-6%	i	-5%	-7%	-12%	-6%
CC(C)OCCCN(C)C1CCN(S(=O)(=O)c2ccc(-c3ccc(=O)[nH]n3)s2)CC1	-10%	-2%	-4%	i	i	10%	2%	-4%	-5%
O=C(O)c1ccc(NC(=O)c2ccc(COc3ccccc3)o2)cc1	5%	9%	8%	-25%	i	18%	1%	10%	2%
CC(C)Sc1nc2sc3c(c2c(=O)n1-c1ccccc1)CCCC3	2%	32%	.	-2%	.	-10%	.	-3%	-15%
O=C(c1ccc2c3c(cccc13)CC2)C1CCCN(C(=O)c2cc[n+]([O-])cc2)C1 (configuration not stated)	-3%	14%	0%	-5%	i	9%	0%	6%	-3%
O=C(c1ccc(Br)o1)N(c1ccc(Br)cc1)C1C=CS(=O)(=O)C1 (configuration not stated)	2%	12%	7%	-16%[57.5 µM]	i	4%	-1%	1%	21%
CC(=O)c1cccc(NC(=S)N2CCN(CCN3C(=O)c4cccc5cccc(c45)C3=O)CC2)c1	-3%	2%	6%	i	i	2%	0%	-11%	0%
COc1ccc2c(c1)cc1c(=O)n(CC(=O)NCc3ccco3)nc(C)n12	8%	-7%	.	-14%	.	7%	.	0%	12%
Cc1ccsc1CN(C)CC(=O)NCC(=O)Nc1ccc(F)c(F)c1F	5%	-12%	5%	-68%[inhibitor]	i	-21%	2%	25%	-7%
COc1ccc(C(CC(=O)Nc2nccs2)C(C)C)cc1 (configuration not stated)	-1%	2%	1%	i	i	?	3%	?	24%
CCOc1ccccc1NC(=O)C(CC(C)C)NC(=O)C1CCC(C)CC1 (configuration not stated)	15%&0%	10%&54%	-11%	?	i	?	1%	16%&0%	3%&-11%
Cc1ccc(CNC(=O)[C@H](Cc2ccccc2)NC(=O)C2CCNCC2)cc1	10%	3%	-4%	i	i	?	-1%	-6%	1%

Copied from the listing (2 entries):
SMILES	GLP1R cytotox	FUS yeast rescue	aSyn rescue	PTHR1 ag	Akt phos inh	GLP1R inv ag	MmCpn inh	TDP43 rescue	Abeta yeast res
CCOc1ccccc1NC(=O)C(CC(C)C)NC(=O)C1CCC(C)CC1 (configuration not stated)	15%&0%	10%&54%	-11%	?	i	?	1%	16%&0%	3%&-11%
Cc1ccc(CNC(=O)[C@H](Cc2ccccc2)NC(=O)C2CCNCC2)cc1	10%	3%	-4%	i	i	?	-1%	-6%	1%

Other structures
SMILES	GLP1R cytotox	FUS yeast rescue	aSyn rescue	PTHR1 ag	Akt phos inh	GLP1R inv ag	MmCpn inh	TDP43 rescue	Abeta yeast res
Cn1c(SCC(=O)O)nc2sc3c(c2c1=O)CCC3	3%	2%	-8%	-23%	i	1%	1%	-30%	-10%
N#CC1=C(N)NC(SCC(=O)c2ccc(Br)cc2)=C(C#N)C12CCCCC2	-7%	.	-31%[inhibitor]	-26%	i	?	-7%	13%	22%
CCOC(=O)C1=C(CS(=O)(=O)c2ccc(F)cc2)NC(=O)NC1c1cc(OC)c(O)c(OC)c1 (configuration not stated)	-20%	5%	1%	i	i	18%	-1%	22%	4%
Cc1nnc(SCC2=C(C(=O)O)N3C(=O)C(NC(=O)COc4ccc(F)cc4)C3SC2)s1 (configuration not stated)	-4%	.	-6%	-1%	i	19%	2%	22%	0%
CC(=O)N[C@@H](Cc1c[nH]c2ccccc12)C(=O)NCCc1ccc(S(N)(=O)=O)cc1	-9%	8%	-4%	i	i	1%	0%	-1%	3%
O=C(CN1CCN(c2ccc(F)cc2)CC1)OCc1ccccc1	6%	22%	1%	0%[57.5 µM]	i	-25%	-2%	-22%	3%
CNC(=O)c1ccsc1NC(=O)CS(=O)(=O)c1ccc(Cl)cc1	-19%	8%	6%	-12%	i	2%	-14%	5%	-9%
CCOC(=O)c1ccc(NC(=O)N2CCN(C3CCCCC3)CC2)cc1	0%	1%	0%	i	i	0%	-16%	-4%	9%
CC(=O)c1oc2ccccc2c1N	6%	10%	-1%	i	i	0%	-2%	-1%	17%
O=C1c2ccccc2NC(c2ccc(O)cc2)N1Cc1ccco1 (configuration not stated)	5%	?	2%&-1%	?	i	2%	1%	0%	0%
CC(C)C[C@@H](CO)N1CCN(Cc2ccc([N+](=O)[O-])cc2)CCC1=O	-19%	-9%	-4%	-41%[inhibitor]	i	17%	-1%	10%	-14%
CN1CC[n+]2c(CN3C(=O)c4ccccc4C3=O)csc21	4%	-7%	-7%	i	i	6%	0%	-1%	-4%
Cc1ccc2[nH]c(=O)c3cc(C(=O)N(C)c4ccc(C)c(C)c4)sc3c2c1	3%	0%	-1%	i	i	-10%	1%	7%	13%
CCn1c(/C=C/N(C(C)=O)c2ccccc2)[n+](CC)c2ccc(Cl)cc21	-15%	.	3%	-10%	i	16%	2%	1%	10%
O=C1CCCCN1CCCC(=O)N1CCCC(Nc2ccccc2)C1 (configuration not stated)	9%	.	2%	-12%	i	5%	-1%	-15%	-2%
Cc1ccc(NC(=O)C2CCCN(S(=O)(=O)c3cn(C(C)C)cn3)C2)c(C)c1 (configuration not stated)	-8%	3%	.	-5%	.	10%	.	6%	-4%
c1ccc(-c2ccccc2OCCCN2CCCCC2)cc1	-13%	.	0%	-9%	i	?	-1%	5%	6%
COc1ccccc1N1CCN(c2cc(C)nc3nc(C)nn23)CC1	-11%	-11%	1%	-1%	i	-22%	0%	10%	15%
Cc1ccc(C(=O)c2cc([N+](=O)[O-])ccc2N2CCCCC2)cc1C	?	?	-9%	-7%	i	?	0%	0%	19%
CC1=C(c2ccc(C)cc2)[N+](=O)C(C)(C)N1[O-]	1%	19%	-7%	i	i	23%	-3%	-17%	0%
Cc1ccc2c(COC(=O)c3ccc(NC(=O)CC#N)cc3)cc(=O)oc2c1C	11%	-3%	-1%	-10%	i	21%	1%	-13%	-13%
Cc1cc(C(=O)NNS(=O)(=O)c2cccc(Cl)c2)nn1C(C)(C)C	-7%	24%	0%	?	i	-6%	2%	9%	-32%[inhibitor]
CCOc1ccc(Nc2nc3c(C)cccc3cc2C#N)cc1	58%[activator]	8%	-1%	-4%	i	33%[activator]	-7%	-19%	3%
Cc1cc(NS(=O)(=O)c2ccc(NC(=O)CCSc3ccc(F)cc3)cc2)nc(C)n1	8%	-6%	-7%	-24%	i	-1%	1%	4%	-9%
CCCN=C1N(CC)C[C@@H]2[C@@H]3C(=O)N(C)C(=O)[C@@H]3[C@](C)(C(=O)OC)N12	1%	-28%	-2%	14%	i	15%	-1%	-8%	-14%
C=CCNC(=O)C1CCN(c2c([N+](=O)[O-])cc(C(F)(F)F)cc2[N+](=O)[O-])CC1	10%	-31%	-5%	-11%	i	6%	?	1%	7%[9.22 µM]
COCCn1c(SCC(=O)NC2CCCCC2)nnc1-c1ccncc1	12%	21%	-3%	-2%	i	31%[activator]	0%	-6%	-6%
O=C(COC(=O)c1cccc(F)c1)Nc1cccc(S(=O)(=O)N2CCCCC2)c1	-15%	5%	14%	-44%	i	-7%	.	3%	-1%
O=C(NCc1ccco1)C(Cc1ccccc1)N1C(=O)C2C3C=CC(C3)C2C1=O (configuration not stated)	-7%	-16%	2%	i	i	-3%	-3%	7%	9%[9.22 µM]

Only part of the results is shown; the hit share may differ from the screen's.
